Source: PubChem BioAssay
PAFAH1B3 inh – inhibitors of human PAFAH1B3 | inhibition, % at 3.39 µM | recombinant PAFAH1B3, FP-rhodamine probe, fluorescence polarization | actives 0.28% (n = 340,000) | AID 492972 | Q15102;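 active = inhibition above the screen-wide average of all tested compounds plus 3 SD, cut at about 25% in these data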;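 note: 0% = enzyme with DMSO only and 100% = wells lacking PAFAH1B3 protein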
PAFAH2 inh – inhibitors of human PAFAH2 | AID 492956 | inhibition, % at 3.39 µM | Q99487 | actives 0.99% (n = 340,000) | recombinant PAFAH2, FP-rhodamine activity probe, fluorescence polarization;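 active = inhibition above the mean over all tested compounds plus 3 SD, cut at about 30% in these data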;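 note: inhibitors block probe labeling of enzyme so polarization drops; 0% = enzyme with DMSO and 100% = wells lacking PAFAH2 protein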
Numbers without * were called inactive. A portion of the library; rates above refer to the full screens.

SMILES	PAFAH1B3 inh	PAFAH2 inh
CC1=C(C(=O)O)N2C(=O)[C@@H](NC(=O)[C@H](N)c3ccc(O)cc3)[C@H]2SC1	7	-7
CCOC(=O)C1(CCOc2ccccc2)CCN(Cc2ccc(O)c(Cl)c2)CC1	9	-4
